Bioassay records deposited in PubChem BioAssay by National Center for Advancing Translational Sciences (NCATS).
USP2a inh = inhibitors of human ubiquitin-specific protease USP2a. hit rate 0.01% among 330,000. AID 463254. USP2 core, Ub-CHOP2 coupled fluorogenic reporter, 485/531. Potency, µM (top dose mostly 38.3 µM), for the others: at the top dose activity change, negative = inhibition, hits mostly inhibitors;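 note: potency is the fitted concentration of half-maximal effect; plate controls were DMSO wells for no effect and full inhibition by NEM control for full effect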
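Deubiquitinase activity read as fluorescence (485/531 nm) after Ub-CHOP2 cleavage activates the enterokinase reporter on its substrate; USP2 core 10nM, Ub-CHOP2 and substrate 25nM each, 30min compound preincubation then 60min RT; data normalized to NEM, curves fitted.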
Integrin act MD = activates integrin-mediated alleviation for muscular dystrophy. alpha7betagal myoblasts, beta-gal FDG fluorescence, 48 h. Potency, µM (highest dose often 38.3 µM), without a hit: at the highest dose activation, actives largely listed as activators. hit rate 0.064% among 350,000. AID 624291;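 note: potency is the fitted concentration of half-maximal effect; 100% = response of the positive control SU9516; nearly all actives have a fitted effect of over 60% in size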
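Alpha7betagal+/- myoblasts (passage 13) were plated 16-24 hr, then exposed to compounds (1:260 dilution of DMSO stock) for 48 hours at 37C. After MPER lysis, β-galactosidase reporter activity was read as FDG fluorescence (ex 480/em 540) after 30 minutes.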
ASM inhibitor = blocks human secretory acid sphingomyelinase; P17405; placental ASM, HMU-PC fluorogenic substrate, 60 min; Potency, µM (highest dose often 57.5 µM), without a hit: at the highest dose activity change, negative = inhibition, actives largely listed as inhibitors; hit rate 0.006% among 340,000; AID 504937; note: potency is the fitted concentration of half-maximal effect
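Steps: dispense placental human ASM, pin compound, wait 10 min at room temperature, add HMU-PC0 substrate at 9 uM final, incubate 60 min at 37 °C, add stop solution raising pH to 10, read fluorescence.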
ELG1 genotox = inducers of genotoxicity in HEK293T ELG1-luciferase cells | HEK293T ELG1-luciferase reporter, luminescence, 16 h | Potency, µM (series often up to 46 µM), for the others: top-dose activity change, positive = activation, most hits filed as activators | hit rate 1.3% among 330,000 | AID 504466; note: potency is the fitted concentration of half-maximal effect; % of control where 0% means no effect; nearly all actives have a fitted effect of over 60% in size
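Step 1: seed 2,000 HEK293T ELG1-luciferase cells per well. Step 2: add compound or DMSO, incubate 16 hr at 37 °C. Step 3: ONE-Glo, 30 min at room temperature, read luminescence.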
p53 reactivation = re-activators of mutant p53; Potency, µM (top dose mostly 92.2 µM), for inactives: top-dose activity change, positive = activation, hits mostly activators; AID 504706; H1299 p53-A138V BP100-luciferase reporter, luminescence, 24 h; hit rate 0.063% among 320,000; note: potency is the fitted concentration of half-maximal effect; % of control where 0% means no effect; nearly all actives have a fitted effect of over 45% in size
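H1299 (p53-null), stable ts p53-A138V + BP100-Luc; 1000 cells/well, Opti-MEM/10% FBS; cpd 4 pt, 1:5; 24 h, 37 deg C, 5% CO2; detection reagent 10 min RT; luminescence.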
TRPV1 agonist = human TRPV1 agonism | Q8NER1 | TRPV1-expressing cells, Fluo-8 calcium influx, agonist mode | activation, % at 8.33 µM | hit rate 0.19% among 320,000 | AID 540275; in the data active = activation above about 80%; inconclusive = between about 30% and that limit; note: 0% is about no effect
Target sequence (Q8NER1 whole entry, looked up): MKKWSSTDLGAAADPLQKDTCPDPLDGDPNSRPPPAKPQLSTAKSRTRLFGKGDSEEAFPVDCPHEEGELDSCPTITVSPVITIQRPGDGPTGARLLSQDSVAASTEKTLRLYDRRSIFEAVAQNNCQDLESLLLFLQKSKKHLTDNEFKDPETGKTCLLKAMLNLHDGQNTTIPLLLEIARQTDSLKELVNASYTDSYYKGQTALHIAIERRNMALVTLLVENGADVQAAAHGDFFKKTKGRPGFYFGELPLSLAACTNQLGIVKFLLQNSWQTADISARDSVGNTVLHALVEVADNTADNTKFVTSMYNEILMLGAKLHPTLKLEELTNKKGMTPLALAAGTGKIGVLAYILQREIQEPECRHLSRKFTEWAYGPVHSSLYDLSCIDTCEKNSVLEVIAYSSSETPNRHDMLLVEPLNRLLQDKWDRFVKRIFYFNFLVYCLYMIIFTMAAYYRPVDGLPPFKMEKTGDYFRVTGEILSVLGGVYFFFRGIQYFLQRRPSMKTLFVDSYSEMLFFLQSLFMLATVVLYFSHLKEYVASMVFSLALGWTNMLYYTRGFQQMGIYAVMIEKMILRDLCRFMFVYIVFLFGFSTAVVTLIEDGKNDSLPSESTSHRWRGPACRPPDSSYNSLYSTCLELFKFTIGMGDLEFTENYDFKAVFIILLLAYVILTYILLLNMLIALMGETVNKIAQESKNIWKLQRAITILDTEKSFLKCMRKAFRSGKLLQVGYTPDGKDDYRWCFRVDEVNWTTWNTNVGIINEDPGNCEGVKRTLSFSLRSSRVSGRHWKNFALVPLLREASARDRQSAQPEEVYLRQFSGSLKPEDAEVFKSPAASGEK
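TRPV1-expressing cells were cultured overnight at 35.5C and loaded with Fluo-8 calcium dye for 40 to 90 min at room temperature. After a 10 s baseline, compound was added and calcium influx was read kinetically for 3 min (ex 480/em 520 nm).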
BRCA1 expr up = increases BRCA1 expression. hit rate 1.1% among 380,000. Potency, µM (top dose mostly 46.1 µM), inactives show at the highest dose activation, actives largely listed as activators. MCF7-BRCA1-FFLuc reporter, luminescence, 48 h; response scale: scaled: vehicle 0%, 10 µM genistein 100%; note: potency is the fitted concentration of half-maximal effect; nearly all actives have a fitted effect of over 80% in size; some results filed as inactive show a strong effect at the top dose
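Activators of BRCA1 expression were detected as increased firefly luciferase luminescence in engineered MCF7 cells after 48 h compound incubation. Signals were scaled to genistein 10 microM as full activation.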
B2AR arrestin = recruits beta-arrestin to the human beta2-adrenergic receptor | P07550 | beta-arrestin recruitment to beta2AR, cell-based reporter | Potency, µM (series often up to 46.1 µM), inactives show top-dose activation, most hits filed as activators | hit rate 0.02% among 330,000;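 note: potency is the fitted concentration of half-maximal effect; 0% = DMSO controls and full agonism = EC100 isoproterenol or metaproterenol; nearly all actives have a fitted effect of over 65% in size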
Eya2 inh = inhibitors of human Eya2 phosphatase activity. recombinant Eya2, OMFP fluorescence dephosphorylation (OMFP is methylfluorescein phosphate). Potency, µM (top dose mostly 76.9 µM), without a hit: top-dose activity, negative = inhibition, actives largely listed as inhibitors. hit rate 0.006% among 330,000. AID 488837; note: potency is the fitted concentration of half-maximal effect; % is set by controls: 0 for no effect and ±100 for the full control effect
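Eya2 (0.2 uM) preincubated 10 min at ambient with compound, then OMFP substrate added at 50 uM; 10 min reaction in 50 mM HEPES pH 7.5, 50 mM NaCl, 5 uM MgCl2, 0.05% BSA, 1 mM DTT. Fluorescence read at Ex 485/Em 525 nm.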
uPA generation = inhibitors of cell surface uPA generation. cell surface uPA generation assay, qHTS. Potency, µM (doses to about 38.3 µM), inactives show at the top dose activity change, negative = inhibition, hits mostly inhibitors. hit rate 0.31% among 330,000. AID 540303; active = well fitted inhibition curve with a large enough effect; inconclusive = small, poorly fitted or top-dose-only effect; inactive = no such curve, though single readings can be large or run the other way; tested in mouse RAW 264.7 cells; note: potency is the fitted concentration of half-maximal effect; % is set by controls: 0 for no effect and ±100 for the full control effect; nearly all actives have a fitted effect of over 55% in size
PTAP TSG101 blk = blocks PTAP/TSG101 interaction to inhibit HIV-1 budding | Q99816 | Fluorescence polarization, FITC-PTAP peptide / Tsg101 binding | Potency, µM (highest dose often 115 µM), for inactives: at the top dose activity change, negative = inhibition, actives largely listed as inhibitors | 340,000 tested, under 10 active; active = well fitted inhibition curve with a large enough effect in the main read-out, with a control signal flat, not every such curve was filed as active; inconclusive = small, poorly fitted or top-dose-only effect, or effect the other way, or a change in a side signal; inactive = no such curve, though single readings can be large or run the other way; note: potency is the fitted concentration of half-maximal effect; % of control where 0% means no effect
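FP read-out: FITC-PTAP peptide, 50 nM final, binding Tsg101 binding domain, 10 uM final; 20 min, r.t.; 10 mM HEPES pH 7.5, 0.15 M NaCl, 0.01% Tween 20, 3 mM EDTA, 0.1 mM TCEP.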
* = called active by the depositor; i = inactive; ? = inconclusive; nt = not tested or not shown; [ ] = remark or other dose. Unless noted, calls come from the whole dose curve; as a rule, active = well fitted curve in the direction sought with a large enough effect; inconclusive = small, poorly fitted or top-dose-only effect, or another doubt; inactive = no such curve, though single readings can be large; an effect the other way counts as inactive or inconclusive. The list is partial; count on the stated rates, not on these rows.

SMILES	USP2a inh	Integrin act MD	ASM inhibitor	ELG1 genotox	p53 reactivation	TRPV1 agonist	BRCA1 expr up	B2AR arrestin	Eya2 inh	uPA generation	PTAP TSG101 blk
CCN(CC)CCCOC(=O)C(OC)(c1ccccc1)c1ccccc1	3%	-36%	0%	-1%	7%	-1	1%	-0.2%	-17%	-6%	-8%
O=C(c1cc(=O)[nH]c2ccc(Br)cc12)N1CCC2(CC1)OCCO2	5%	14%	7%	0%	-5%	1	-6%	-0.3%	2%	2%	0%
NCC1(c2ccc3c(c2)OCCO3)CCCC1	-1%	22%	-1%	-2%	-2%	-2	-1%	-0.5%	?	-1%	-4%
COC(=O)C1=C(c2ccc(F)cc2F)C[C@@H]2CC[C@H]1N2C(=O)NCCOc1ccccc1	0%	5%	1%	-1%	6%	2	-18%	0.1%	4%	-1%	0%
COc1ccc(CCNC2CCCCCC2)cc1	-2%	-14%	-2%	-3%	-37%[inhibitor]	1	-56%	0.0%	-7%	-9%	-4%
O=C(CN1C2CCC1CC(O)(c1cccnc1)C2)Nc1ccc2c(c1)OCO2 (stereo unspecified)	0%	1%	2%	2%	-2%	1	-1%	-0.5%	9%	5%	-6%
CCCNC(=O)N1[C@H]2CC[C@@H]1C(C(=O)OC)=C(c1ccc(OC)c(OC)c1)C2	5%	10%	7%	-3%	0%	-2	1%	-0.9%	-8%	3%	4%
CN(C)Cc1c[nH]c2cc([N+](=O)[O-])ccc12	nt	5%	-4%	nt	nt	nt	12%	nt	nt	-1%	-7%
Cc1ccc(/C=C2/C(=O)NC(=O)N(CCc3ccc(F)cc3)C2=O)s1	4%	8%	nt	?	1%	5	13%	0.3%	1%	-1%	-10%
COc1cccc(O)c1CN1CCCC(C(=O)c2sccc2C)C1 (stereo unspecified)	-11%	-37%[inhibitor]	-3%	-8%	-4%	4	-8%	0.0%	-13%	1%	-2%

Single records, as listed above. Order of screens: USP2a inh | Integrin act MD | ASM inhibitor | ELG1 genotox | p53 reactivation | TRPV1 agonist | BRCA1 expr up | B2AR arrestin | Eya2 inh | uPA generation | PTAP TSG101 blk
`COC(=O)C1=C(c2ccc(F)cc2F)C[C@@H]2CC[C@H]1N2C(=O)NCCOc1ccccc1` across the screens: 0% | 5% | 1% | -1% | 6% | 2 | -18% | 0.1% | 4% | -1% | 0%
`O=C(c1cc(=O)[nH]c2ccc(Br)cc12)N1CCC2(CC1)OCCO2` across the screens: 5% | 14% | 7% | 0% | -5% | 1 | -6% | -0.3% | 2% | 2% | 0%
`COc1ccc(CCNC2CCCCCC2)cc1` across the screens: -2% | -14% | -2% | -3% | -37%[inhibitor] | 1 | -56% | 0.0% | -7% | -9% | -4%

Arranged by number of heavy atoms (low to high): some entries from above
SMILES	USP2a inh	Integrin act MD	ASM inhibitor	ELG1 genotox	p53 reactivation	TRPV1 agonist	BRCA1 expr up	B2AR arrestin	Eya2 inh	uPA generation	PTAP TSG101 blk
COc1cccc(O)c1CN1CCCC(C(=O)c2sccc2C)C1 (stereo unspecified)	-11%	-37%[inhibitor]	-3%	-8%	-4%	4	-8%	0.0%	-13%	1%	-2%
CCCNC(=O)N1[C@H]2CC[C@@H]1C(C(=O)OC)=C(c1ccc(OC)c(OC)c1)C2	5%	10%	7%	-3%	0%	-2	1%	-0.9%	-8%	3%	4%
COC(=O)C1=C(c2ccc(F)cc2F)C[C@@H]2CC[C@H]1N2C(=O)NCCOc1ccccc1	0%	5%	1%	-1%	6%	2	-18%	0.1%	4%	-1%	0%

Next part.
SMILES	USP2a inh	Integrin act MD	ASM inhibitor	ELG1 genotox	p53 reactivation	TRPV1 agonist	BRCA1 expr up	B2AR arrestin	Eya2 inh	uPA generation	PTAP TSG101 blk
c1ccc(C(c2ccccc2)N2CCN(c3ccc4ccccc4n3)CC2)cc1	0%	-44%[inhibitor]	6%	-2%	2%	-1	-27%	-0.1%	25%	6%	-1%
CC(C)OP(=O)(OC(C)C)C(O)c1ccccc1F (stereo unspecified)	3%	34%	0%	-1%	-5%	1	-1%	-0.8%	3%	-4%	2%
CN1CCN(c2ncc(C=O)s2)CC1	-1%	19%	5%	-4%	25%	-6	26%	-0.4%	9%	-3%	-14%
COc1cc(/C=N/NP(=S)(c2ccccc2)c2ccccc2)ccc1O	6%	-16%	-10%	16%	0%	-3	-39%	-0.7%	19%	3%	1%
CCCCC(CC)COC(=O)c1ccccc1C(=O)OCC(CC)CCCC (stereo unspecified)	0%	nt	-5%	-6%	0%	0	2%	-0.1%	-9%	5%	2%
O=c1[nH]c(=O)n(Cc2ccco2)c(O)c1/C=N/N1CCCCC1	7%	-1%	-3%	1%	-2%	-1	-2%	-0.7%	-3%	1%	-1%
Cc1ccc(O)c(C)c1	-3%	nt	-2%	4%	-1%	-1	-4%	-0.8%	-1%	0%	1%
Cc1ccc2c(c1)CC1(CN2C)C(=O)NC(=O)N(c2ccccc2C)C1=O (stereo unspecified)	0%	14%	4%	1%	-1%	-2	-34%	-0.1%	2%	6%	-4%
CCCn1cc2c3c(cccc31)C1CC(C)CN(C)C1C2 (stereo unspecified)	-2%	nt	nt	-7%	-4%	2	nt	-0.8%	-5%	nt	nt
O=c1[nH]c(CN2CCNCC2)nc2ccccc12	3%	-2%	4%	-5%	-2%	2	1%	0.3%	31%	-5%	-6%
c1cc(CNCCc2ccc3c(c2)OCO3)ccn1	0%	-17%	-7%	-5%	?	-1	14%	-0.7%	-3%	4%	-8%
Cc1cc(=O)oc2cc3c(cc12)CCCN3	3%	12%	i	?	15%	11	1%	0.1%	1%	8%	-1%
CC[C@H](C)[C@@H]1NC(=O)[C@H]([C@@H](C)CC)NC(=O)[C@@H](CC(C)C)NC(=O)[C@H](Cc2ccccc2)NC(=O)[C@H](Cc2ccccc2)NC(=O)[C@@H]2CCCN2C(=O)[C@@H]2CCCN2C(=O)[C@H](C(C)C)NC(=O)[C@H](CC(C)C)NC1=O	3%	2%	-9%	-5%	4%	nt	-58%	-0.7%	-5%	?	-4%
COc1ccc(NC2=NCCCS2)cc1OC	1%	-7%	0%	12%	8%	2	7%	0.0%	10%	-1%	-1%
S=C(NC1CCCCC1)N1CCC(c2cnc[nH]2)CC1	nt	nt	-5%	nt	nt	nt	7%	nt	-7%	-9%	0%
Cc1ccc(-c2cc(NC(=O)c3ccccc3)on2)cc1	4%	-18%	0%	?	25%	?	52%	0.2%	2%	0%	-8%
CCOc1ccc(C2SCC(=O)Nc3c2c(=O)[nH]n3C2CCCCCC2)cc1 (stereo unspecified)	2%	15%	0%	-4%	-26%	-3	-20%	-0.2%	0%	-1%	-3%
O=C1Nc2ccccc2/C1=C/c1nc2ccccc2c(=O)n1-c1ccc(O)cc1	-4%	12%	-9%	-6%	-8%	-3	-23%	-0.1%	-22%	-1%	-3%
CC(NC(=O)N1CC1(C)C)c1ccccc1 (stereo unspecified)	nt	0%	0%	nt	nt	nt	11%	nt	nt	1%	0%
O=C1C2CCCN2C(c2cccc(Cl)c2)N1c1ccccn1 (stereo unspecified)	0%	-8%	0%	0%	0%	-1	0%	0.4%	-5%	1%	-4%
CCCCCCOc1ccc(CN2CCN(C)CC2)cc1	2%	-49%[inhibitor]	4%	5.8µM*	?	1	-13%	-0.3%	1%	nt	-6%
Nc1ccnn1C1CCNCC1	0%	7%	0%	-2%	-9%	0	-1%	-0.1%	-5%	4%	-5%
CC1CCCC(NC(=O)CNC(=S)N2CC3CC(C2)c2cccc(=O)n2C3)C1C (stereo unspecified)	0%	-8%	1%	0%[9.26 µM]	0%	1	-2%	-0.4%	8%	5%	-1%
CC(C)(C)C(=O)c1cn(Cc2ccccc2)c2ccccc12	-2%	5%	-9%	0%	-5%	23	-24%	0.2%	3%	8%	0%
O=C1/C(=C/c2cc([N+](=O)[O-])ccc2Cl)N2CCC1CC2	1%	-47%[inhibitor]	-2%	-1%	5%	nt	-1%	-0.4%	-16%	-4%	-6%
COc1ccccc1C(=O)Nc1ccc2c(c1)CC1(C(=O)N(C)C(=O)N(C)C1=O)C1CCCN21 (stereo unspecified)	5%	-10%	25%	3%	4%	-1	-29%	1.0%	5%	2%	-5%
C/C=C(\C)C(=O)OC1C(C)=C2C(C1OC(=O)CCCCC)C(C)(OC(C)=O)CC(OC(=O)CCC)C1(O)C2OC(=O)C1(C)O (stereo unspecified)	-28%	nt	nt	-1%	-13%	22	nt	-0.2%	-29%	nt	nt
CCC(C)NC(=O)c1c(N)n(CC2CCCO2)c2nc3ccccc3nc12 (stereo unspecified)	1%	-2%	i	-3%	2%	?	-28%	-0.6%	2%	-3%	-5%
